TDP43 rescue = TDP-43 toxicity inhibition in yeast. TDP-43 expressing yeast growth rescue, BacTiter-Glo, 24 h. Potency, µM (titrated, usually from 46.1 µM), for the others: top-dose growth rescue (activation), hits mostly activators. hit rate 1.8% among 410,000. AID 652104; also: potency is read from the fitted curve at half-maximal effect; % of control where 0% means no effect; nearly all actives have a fitted effect of over 50% in size
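In this qHTS, compounds that restore growth of yeast expressing TDP-43 appear as activators. Cells (OD600=0.02, galactose medium, raffinose-pregrown) are incubated with compound 24 hr at 30 deg C and growth is quantified by BacTiter-Glo.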
FUS yeast rescue = FUS proteinopathy suppression in yeast; hit rate 0.24% among 390,000; S. cerevisiae FUS-expressing, growth rescue, OD600, 24 h; AID 1347120; Potency, µM (titrated, usually from 76.6 µM), for inactives: at the highest dose growth rescue (activation), hits mostly activators;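 also: potency is read from the fitted curve at half-maximal effect; plate controls were DMSO vehicle for no effect and reference control for full effect; nearly all actives have a fitted effect of over 55% in size; some results filed as inactive show a strong effect at the top dose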
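Restored growth of FUS-toxic S. cerevisiae, read as 600 nm absorbance after 24 h at 30C in galactose medium (starting OD 0.005). Controls CP55940 and DMSO.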
Akt phos inh = Akt phosphorylation inhibition | Neuro2A IGF-stimulated pAkt S473 HTRF, 20 min; hits give low values | hit rate 0.32% among 360,000 | activity change, % for hits at 50 µM; in the data active = activity change below about -80%; inconclusive = mostly about -51% to -80%; also: % is scaled to controls: 0 for no effect and ±100 for the full control effect
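Neuro2A cells (4,500/well, DMEM with 0.5% FBS) were treated with compound at a single 50 µM final concentration, stimulated with 6 nM IGF for 20 min at 37 °C, and lysed. Phospho-Akt Ser473 was read by HTRF as 665/615 ratio ×10^4.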
Abeta yeast res = restores growth of yeast expressing A-beta42 peptide; Potency, µM (highest dose often 46.1 µM), for the others: at the highest dose growth rescue, usual class: activators; hit rate 0.063% among 410,000; yeast expressing A-beta42, growth rescue, OD600, 48 h; response scale: 0% DMSO, 100% iron-clioquinol control; also: potency is read from the fitted curve at half-maximal effect; nearly all actives have a fitted effect of over 55% in size
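Yeast growth medium received pinned compounds, then yeast cells expressing toxic A-beta were added; plates incubated at 30 C for 48 hr. Growth read as absorbance at 600 nm, normalized to DMSO and equimolar FeCl3 plus clioquinol controls.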
GLP1R ag = activates the human GLP-1 receptor. P43220. HEK293 GLP-1R CRE-luciferase, luminescence, 4-6 h; cells express a hypersensitive GLP-1R form. Potency, µM (titrated, usually from 45.6 µM), without a hit: top-dose activation, hits mostly activators. hit rate 0.007% among 380,000. AID 624172; also: potency is read from the fitted curve at half-maximal effect; % of control where 0% means no effect
aSyn yeast inh = alpha-synuclein toxicity inhibition in yeast. hit rate 0.14% among 370,000. Potency, µM (top dose mostly 46.1 µM), inactives show at the top dose growth rescue (activation), usual class: activators. Yeast expressing alpha-synuclein, growth rescue, BacTiter-Glo, 24 h; also: potency is read from the fitted curve at half-maximal effect; % of control where 0% means no effect; nearly all actives have a fitted effect of over 65% in size
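Screening used galactose-induced yeast with toxic alpha-synuclein levels, exposed to compound for 24 hr at 30 deg C. Cell growth, read with BacTiter-Glo luminescence, gave the measured signal.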
PTHR1 agonist = PTHR1 (human) receptor agonism | HEK293 GP2 PTHR1 cells, GloSensor cAMP luminescence, 1 h | AID 743266 | hit rate 0.075% among 410,000 | Potency, µM (series often up to 115 µM), without a hit: top-dose activation, usual class: activators; also: potency is read from the fitted curve at half-maximal effect; nearly all actives have a fitted effect of over 55% in size; some results filed as inactive show a strong effect at the top dose; inactives centre near -15; many of its hits are not listed in these tables
Target sequence (Q03431 whole entry, looked up): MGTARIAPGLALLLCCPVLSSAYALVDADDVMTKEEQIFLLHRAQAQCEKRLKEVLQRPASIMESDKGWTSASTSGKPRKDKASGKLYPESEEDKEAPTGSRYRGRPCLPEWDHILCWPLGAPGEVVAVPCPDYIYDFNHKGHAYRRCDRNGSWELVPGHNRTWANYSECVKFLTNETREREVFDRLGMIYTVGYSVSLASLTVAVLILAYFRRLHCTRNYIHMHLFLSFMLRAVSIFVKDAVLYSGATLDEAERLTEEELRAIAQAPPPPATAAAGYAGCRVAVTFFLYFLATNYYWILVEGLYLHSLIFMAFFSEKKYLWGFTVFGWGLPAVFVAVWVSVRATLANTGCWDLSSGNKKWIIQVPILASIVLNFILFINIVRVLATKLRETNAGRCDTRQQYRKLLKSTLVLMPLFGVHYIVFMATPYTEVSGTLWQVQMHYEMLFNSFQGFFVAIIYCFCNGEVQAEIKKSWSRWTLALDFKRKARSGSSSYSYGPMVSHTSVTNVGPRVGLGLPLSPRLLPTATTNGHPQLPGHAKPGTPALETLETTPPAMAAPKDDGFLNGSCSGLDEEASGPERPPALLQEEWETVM
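HEK-293-derived GP2 cells expressing PTHR1 and a GloSensor cAMP reporter, 3,000/well, plated overnight, given luciferin plus IBMX (each 0.5 mM as added) for 1 h at 37 °C, then compound for 1 h at 37 °C. Luminescence was read after 15 min at room temperature.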
GLP-1R inv ag = GLP-1 receptor (human) inverse agonism | P43220 | HEK293 GLP-1R CRE-luciferase, luminescence, 24 h; GLP-1R form is constitutively active | Potency, µM (highest dose often 38.3 µM), for the others: at the top dose activity change, negative = inhibition, usual class: inhibitors | hit rate 1.6% among 410,000 | AID 624417; also: potency is read from the fitted curve at half-maximal effect; % is scaled to controls: 0 for no effect and ±100 for the full control effect; nearly all actives have a fitted effect of over 55% in size
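Constitutively active GLP-1R drives a cAMP-responsive luciferase in stably transfected HEK293 cells; test compounds are added after overnight (12 h) attachment and left 24 hr, and signal loss in luminescence marks inhibition.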
DRD3 antagonist = antagonists of human D3 dopamine receptor; hit rate 2.5% among 360,000; D3R cells, DiscoveRx beta-arrestin luminescence, antagonist mode; hits give low values; max response, negative = inhibition, %; P35462; AID 652054; in the data active = max response below about -50%; inconclusive = no clear call, values can overlap the other calls; also: % is scaled to controls: 0 for no effect and ±100 for the full control effect; mostly tested at two doses, the higher about 12 µM
Target sequence (P35462 whole entry, looked up): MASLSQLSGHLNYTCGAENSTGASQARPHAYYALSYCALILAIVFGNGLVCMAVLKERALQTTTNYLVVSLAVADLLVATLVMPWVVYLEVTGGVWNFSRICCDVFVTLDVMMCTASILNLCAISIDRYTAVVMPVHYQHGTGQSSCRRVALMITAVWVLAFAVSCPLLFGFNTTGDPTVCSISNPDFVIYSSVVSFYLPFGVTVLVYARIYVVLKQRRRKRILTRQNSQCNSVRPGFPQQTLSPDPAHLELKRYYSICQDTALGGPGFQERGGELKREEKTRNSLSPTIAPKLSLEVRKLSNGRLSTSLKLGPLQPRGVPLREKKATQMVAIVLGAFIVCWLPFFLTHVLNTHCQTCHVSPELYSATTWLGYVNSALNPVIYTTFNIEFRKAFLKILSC
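Cells plated overnight at 1500 cells/well, then exposed to library compounds with dopamine controls for 90 minutes at 37 degrees C. DiscoveRx reagent added for 30–60 minutes at room temperature; luminescence read, quantitative HTS format.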
* marks the source's active call; other numbers are inactive results; i = inactive; u = inconclusive; x = no result given; & = joins results of further samples; [ ] = remark or other dose. Unless noted, calls follow the shape of the dose curve; as a rule, active = well fitted curve in the direction sought with a large enough effect; inconclusive = small, poorly fitted or top-dose-only effect, or another doubt; inactive = no such curve, though single readings can be large; an effect the other way counts as inactive or inconclusive.

SMILES	TDP43 rescue	FUS yeast rescue	Akt phos inh	Abeta yeast res	GLP1R ag	aSyn yeast inh	PTHR1 agonist	GLP-1R inv ag	DRD3 antagonist
Oc1ccccc1/C=N/c1c(-c2ccco2)nc2ccccn12	-7.2%	53.5%	i	-8.0%	0.1%	-5.0%	-12.6%	1.5%	27.2
O=C(CCSCc1cccc(Cl)c1)NCc1ccccc1Cl	u	29.1%	x	27.6%	x	x	i	u	x
O=C(/C(C=Nc1ccc(F)cc1)=C(/O)c1ccco1)C(F)(F)F	-16.6%	3.6%	i	15.3%	0.2%	u	-17.1%	-25.9%	-19.9
Cc1ccsc1-c1nc(CN2C[C@@H](C)O[C@@H](C)C2)c(C)o1	5.9%	-1.9%	i	1.6%	5.7%	0.8%	-23.9%	u	u
CN(Cc1ccc(C(C)(C)C)cc1)C(=O)C1CCN(C(=O)Nc2ccccc2)CC1	-19.0%	35.7%	i	u	15.8%	2.6%	-20.5%	u	1.6
COc1c(Br)cc(C(N)=O)cc1OCc1ccccc1	u	-2.7%	i	2.2%	-1.8%	0.6%	-10.4%	u	25.0
COc1ccc2nc(C)cc(SCC(=O)O)c2c1	-12.8%&10.0%	7.6%&-8.8%	i	10.7%&3.6%	-0.6%&-8.7%	-7.8%&-12.6%	-1.1%[57.5 µM]	1.6%&25.8%	7.4&-16.9
O=C(Cc1ccc(Br)cc1)N1CCN(c2ccccc2O)CC1	14.0%	27.3%	i	26.7%	1.0%	24.7%	i	11.2µM*	-1.1
CCC(C)[C@H]1CNCCN1CC1(c2ccccc2)CC1 (stereo partly specified)	8.6%	-19.7%	i	0.5%	12.2%	-4.3%	-18.1%	-0.6%	-17.8
COc1ccc(NC2=C(c3ccc(OC)cc3)C(=O)c3ccccc32)cc1	4.9%	x	i	12.9%	1.4%	0.6%	i	u	13.7
CCOC(=O)N1CCN(C(=O)CSc2ccc(Cl)cc2)CC1	-7.0%	15.4%	i	-8.9%	18.1%	-0.1%	i	-47.5%	-21.3
Cc1cc(C)c(-c2csc(NC(=O)C3=COCCO3)n2)cc1C	u	28.8%	i	11.2%	10.8%	-8.8%	-14.6%	u	-9.5
CCCC(=O)N(Cc1cc2cccc(C)c2[nH]c1=O)c1ccccc1OC	-15.1%	2.9%	i	9.3%	3.6%	-0.1%	-10.8%[57.5 µM]	3.0%	4.3
Cc1cc(C)cc(-n2ncc3c2CCCC3NC(=O)CN2CCCC2=O)c1 (stereo unspecified)	-0.4%	3.3%	i	0.7%	-7.0%	-9.3%	11.9%	2.8%	-10.2
COc1ccc(CN2CCN(Cc3cccc(Oc4ccccc4)c3)CC2)c(OC)c1OC	u	10.3%	i	-7.4%	7.9%	2.7%	-27.3%	u	-70.3*
O=C(Cc1ccc(Br)cc1)NNC(=O)Nc1ccc(Cl)cc1	-7.0%[0.397 µM]	4.7%	i	-2.6%	10.6%	-0.5%	i	16.6%	9.2
Cc1nn(CC(=O)NCCCN2CCCCC2)c(=O)c2cccn12	10.3%	-11.3%	i	x	-4.6%	-0.3%	i	7.9%	6.0
CC(O)(c1ccc(F)c(F)c1)c1nc(-c2cccc(F)c2)cs1 (stereo unspecified)	u	-6.9%	i	u	6.2%	-27.7%	i	u	4.7
COc1ccc(-c2nnc(SCC(=O)N3CCc4ccccc43)o2)cc1OC	11.4%	6.3%	x	-0.7%	x	x	i	14.8%	x
O=C(OC(c1ccc(NS(=O)(=O)c2ccccc2)cc1)(C(F)(F)F)C(F)(F)F)c1ccccc1	u	9.7%	i	6.3%	3.3%	-19.2%	-27.5%	u	u
C#CCOCCOCCOCCNc1nc(N2CCN(C(=O)[C@H](CCC(=O)O)n3cc(CN)nn3)CC2)nc(N2CCN(C(=O)[C@H](CCCCN)n3cc([C@@H](N)CC(N)=O)nn3)CC2)n1	-2.8%	-8.3%	i	-9.9%	-3.6%	-3.3%	3.3%	-0.5%	-14.6
CCSc1nnc2c(n1)OC(c1ccc(OC)cc1OC)N(C(C)=O)c1ccccc1-2 (stereo unspecified)	24.9%	22.2%	x	-7.2%	x	x	-22.0%	5.0%	x
Cc1cccc(C)c1NC(=O)C[N+](C)(C)CC(O)COc1cccc2ccccc12 (stereo unspecified)	17.1%	24.3%	i	22.9%	-9.0%	-15.3%	-3.2%	-0.8%	-52.1*
CC(C)CCNC(=O)Cn1c(=O)oc2cc(S(=O)(=O)N3CC(C)CC(C)C3)ccc21 (stereo unspecified)	11.2%	-18.9%	i	-7.9%	0.2%	-2.3%	-32.9%[inhibitor]	-9.0%	-0.9
COc1ccc(N(CC(=O)Nc2ccccc2C(=O)O)S(=O)(=O)c2ccc(C)c([N+](=O)[O-])c2)cc1	0.0%	u	i	-3.3%	-2.8%	-2.8%	i	-14.9%	-11.8

More structures follow.
SMILES	TDP43 rescue	FUS yeast rescue	Akt phos inh	Abeta yeast res	GLP1R ag	aSyn yeast inh	PTHR1 agonist	GLP-1R inv ag	DRD3 antagonist
COc1cc(C(=O)NCCC(=O)NCCCN2CCCCC2C)cc(OC)c1OC (stereo unspecified)	0.0%	14.4%	i	10.6%	-16.2%	0.0%	u	-7.6%	-4.8
O=C(Nc1ccccc1)c1ccccc1NC(=O)[C@H]1CCCC[C@H]1C(=O)O	10.5%	-13.1%	i	-7.0%	-2.1%	-4.5%	-15.2%	8.8%	0.6
CCOc1ccc(NC(=O)c2ccc3c(c2)S(=O)(=O)N=C2CCCCCN23)cc1	0.6%	-43.3%	i	-3.9%	-6.3%	-1.3%	i	6.1%	-6.4
NC(=O)CSc1nnc2ccc(-c3ccc(F)cc3)nn12	-4.6%	6.3%	i	2.4%	4.8%	-2.8%	i	27.8%	-6.7
CC(=O)OC1CSC2c3ccccc3C(=O)N2Cc2sccc21 (stereo unspecified)	-11.9%	2.0%	i	-14.3%	-4.1%	3.3%	-83.9%[inhibitor]	-4.0%	-6.6
CSc1nnc(-c2ccco2)n1-c1ccccc1	-16.0%	-8.9%	i	6.5%	3.6%	-15.4%	-15.8%[57.5 µM]	-1.8%	-20.8
COc1cccc(CNC(=O)CCCNS(=O)(=O)c2cccs2)c1	12.2%	-22.9%	i	27.0%	-7.7%	4.9%	i	-15.7%	0.0
CCc1nc2sc3c(c2c(=S)[nH]1)CC(C)(C)OC3	0.0%	-0.8%	i	u	6.0%	-9.5%	i	17.3%	-2.6
COc1ccc(Cn2nnnc2C(c2cccs2)N2CCN(c3ccccc3)CC2)cc1 (stereo unspecified)	-18.9%	17.2%	i	0.3%	-4.5%	29.4%	-9.2%[57.5 µM]	u	13.1
CS(=O)(=O)Nc1ccc(S(=O)(=O)N2CCCC2)cc1	17.4%	7.4%	i	0.5%	-0.1%	-3.9%	i	9.9%	-1.6
CCC(=O)N1CCC1(C)C(=O)Nc1ccc(Cl)c(Cl)c1 (stereo unspecified)	u	-13.9%	x	-17.0%	3.3%	0.9%	i	-27.6%	6.8
COC(=O)c1cnc(Nc2nc(C(N)Cc3ccc(Cl)cc3)cs2)nc1C(F)(F)F (stereo unspecified)	32.7%	u	i	-7.1%	0.4%	-29.6%	-16.8%	-22.9%	17.7
COCC1CCN(C(=O)c2cc(COc3ccc(F)cc3Cl)on2)C1 (stereo unspecified)	0.0%	7.6%	i	-9.3%	13.6%	5.3%	-13.3%	u	9.7
CC(C)(C)C1CCC(=NOC(=O)c2ccc(F)cc2)CC1 (stereo unspecified)	u	22.1%	i	-56.3%[inhibitor]	11.4%	-72.0%[inhibitor]	i	5.1%	-6.2
CCOc1ccc(/C=C/c2nc(C#N)c(NCCCOC)o2)cc1	6.3%	14.1%	i	9.1%	3.0%	-0.2%	-11.5%	1.9%	-10.5
CC(C)Cn1c(/C=N/Nc2nc3ccccc3[nH]2)nc2ccccc21	19.6%	8.4%	i	16.6%	-0.2%	2.5%	i	u	-70.8*
CCOc1ccc(NC(=O)COC(=O)c2c[nH]c3ccccc23)cc1	9.4%	-29.3%	i	-7.2%	7.2%	0.0%	-5.5%	-10.0%	-16.9
CCc1cccc(NC(=O)C(NC(=O)C2CCCCC2)C(C)C)c1 (stereo unspecified)	-18.5%	7.6%	i	-0.8%	6.4%	u	i	9.4%	-12.0

A run of entries from the list above, for reference:
SMILES	TDP43 rescue	FUS yeast rescue	Akt phos inh	Abeta yeast res	GLP1R ag	aSyn yeast inh	PTHR1 agonist	GLP-1R inv ag	DRD3 antagonist
CCOc1ccc(NC(=O)COC(=O)c2c[nH]c3ccccc23)cc1	9.4%	-29.3%	i	-7.2%	7.2%	0.0%	-5.5%	-10.0%	-16.9
CCc1cccc(NC(=O)C(NC(=O)C2CCCCC2)C(C)C)c1 (stereo unspecified)	-18.5%	7.6%	i	-0.8%	6.4%	u	i	9.4%	-12.0

Look-ups from the results shown.
In GLP1R ag, CCOc1ccc(NC(=O)COC(=O)c2c[nH]c3ccccc23)cc1 is entered as 7.2%
In Abeta yeast res, O=C(OC(c1ccc(NS(=O)(=O)c2ccccc2)cc1)(C(F)(F)F)C(F)(F)F)c1ccccc1 is entered as 6.3%
In PTHR1 agonist, CC(C)CCNC(=O)Cn1c(=O)oc2cc(S(=O)(=O)N3CC(C)CC(C)C3)ccc21 (stereo unspecified) is entered as -32.9%[inhibitor]

An excerpt of these results, bar-delimited.
molecule | TDP43 rescue | FUS yeast rescue | Akt phos inh | Abeta yeast res | GLP1R ag | aSyn yeast inh | PTHR1 agonist | GLP-1R inv ag | DRD3 antagonist
CC(C)Cn1c(/C=N/Nc2nc3ccccc3[nH]2)nc2ccccc21 | 19.6% | 8.4% | i | 16.6% | -0.2% | 2.5% | i | u | -70.8*
CCOc1ccc(NC(=O)COC(=O)c2c[nH]c3ccccc23)cc1 | 9.4% | -29.3% | i | -7.2% | 7.2% | 0.0% | -5.5% | -10.0% | -16.9

Source: PubChem BioAssay (National Center for Advancing Translational Sciences (NCATS))

Some of the compounds tested (hit frequency here may not be typical).
